Screening results as filed in PubChem.
PTHR1 ag: activates the human parathyroid hormone receptor PTHR1 | AID 743266 | Potency, µM (doses to about 115 µM), for inactives: at the top dose activation, actives largely listed as activators | 0.075% of 410,000 active | HEK293 GP2 PTHR1 cells, GloSensor cAMP luminescence, 1 h | Q03431; note: potency is the fitted concentration of half-maximal effect; nearly all actives have a fitted effect of over 55% in size; some results filed as inactive show a strong effect at the top dose; inactives centre near -15; many of its hits are not listed in these tables
Target sequence (Q03431 whole entry, looked up): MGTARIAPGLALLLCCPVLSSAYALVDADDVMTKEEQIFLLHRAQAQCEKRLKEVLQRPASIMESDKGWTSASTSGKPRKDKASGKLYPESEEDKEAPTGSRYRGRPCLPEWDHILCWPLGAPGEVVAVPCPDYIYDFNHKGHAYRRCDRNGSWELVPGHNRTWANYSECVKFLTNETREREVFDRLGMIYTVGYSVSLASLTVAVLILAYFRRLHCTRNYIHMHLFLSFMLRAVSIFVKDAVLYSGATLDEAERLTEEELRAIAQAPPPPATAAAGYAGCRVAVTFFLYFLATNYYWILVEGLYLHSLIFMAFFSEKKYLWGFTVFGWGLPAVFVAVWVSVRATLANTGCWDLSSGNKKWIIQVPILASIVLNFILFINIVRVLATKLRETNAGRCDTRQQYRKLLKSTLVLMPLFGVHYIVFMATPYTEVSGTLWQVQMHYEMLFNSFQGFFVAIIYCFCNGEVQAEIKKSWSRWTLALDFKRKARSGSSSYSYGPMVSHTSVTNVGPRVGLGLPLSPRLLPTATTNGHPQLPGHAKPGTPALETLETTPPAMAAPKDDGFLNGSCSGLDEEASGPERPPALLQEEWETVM
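HEK-293-derived GP2 cells expressing PTHR1 and a GloSensor cAMP reporter, 3,000/well, plated overnight, given luciferin plus IBMX (each 0.5 mM as added) for 1 h at 37 °C, then compound for 1 h at 37 °C. Luminescence was read after 15 min at room temperature.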
Abeta rescue: compounds reversing amyloid beta toxicity in yeast. AID 1347071. yeast expressing A-beta42, growth rescue, OD600, 48 h; response scale: 0% DMSO, 100% iron-clioquinol control. Potency, µM (doses to about 46.1 µM), for the others: at the highest dose growth rescue, most hits filed as activators. 0.063% of 410,000 active; note: potency is the fitted concentration of half-maximal effect; nearly all actives have a fitted effect of over 55% in size
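Yeast growth medium received pinned compounds, then yeast cells expressing toxic A-beta were added; plates incubated at 30 C for 48 hr. Growth read as absorbance at 600 nm, normalized to DMSO and equimolar FeCl3 plus clioquinol controls.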
FUS suppressor: FUS proteinopathy suppression in yeast; S. cerevisiae FUS-expressing, growth rescue, OD600, 24 h; Potency, µM (top dose mostly 76.6 µM), without a hit: top-dose growth rescue (activation), most hits filed as activators; 0.24% of 390,000 active; AID 1347120;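 note: potency is the fitted concentration of half-maximal effect; plate controls were DMSO vehicle for no effect and reference control for full effect; nearly all actives have a fitted effect of over 55% in size; some results filed as inactive show a strong effect at the top dose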
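FUS-expressing yeast, raffinose-pregrown, induced in 2% galactose minimal medium at OD 0.005; compounds in a dilution series, 24hr at 30C. Growth restoration read as absorbance at 600 nm. CP55940 positive control, DMSO negative.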
GLP1R ag: activates the human GLP-1 receptor. HEK293 GLP-1R CRE-luciferase, luminescence, 4-6 h; cells express a hypersensitive GLP-1R form. Potency, µM (highest dose often 45.6 µM), inactives show top-dose activation, hits mostly activators. 0.007% of 380,000 active. AID 624172; note: potency is the fitted concentration of half-maximal effect; % of control where 0% means no effect
Target sequence (P43220 whole entry, looked up): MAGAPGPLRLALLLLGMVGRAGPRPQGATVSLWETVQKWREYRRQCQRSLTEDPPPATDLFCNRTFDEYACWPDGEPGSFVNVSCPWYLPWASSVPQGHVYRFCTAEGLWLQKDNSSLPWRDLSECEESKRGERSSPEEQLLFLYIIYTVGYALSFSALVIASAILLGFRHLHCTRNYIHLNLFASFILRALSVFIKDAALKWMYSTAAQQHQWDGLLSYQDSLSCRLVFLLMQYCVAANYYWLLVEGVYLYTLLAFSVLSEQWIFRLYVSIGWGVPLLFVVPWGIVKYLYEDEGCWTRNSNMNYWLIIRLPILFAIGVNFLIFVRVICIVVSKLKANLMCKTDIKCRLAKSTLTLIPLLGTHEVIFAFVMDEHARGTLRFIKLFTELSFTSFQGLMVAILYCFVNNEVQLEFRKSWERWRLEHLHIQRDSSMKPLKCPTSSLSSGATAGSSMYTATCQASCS
GLP1R inv ag: GLP-1 receptor (human) inverse agonism. P43220. HEK293 GLP-1R CRE-luciferase, luminescence, 24 h; GLP-1R form is constitutively active. Potency, µM (highest dose often 38.3 µM), without a hit: at the highest dose activity change, negative = inhibition, hits mostly inhibitors. 1.6% of 410,000 active. AID 624417; note: potency is the fitted concentration of half-maximal effect; % is set by controls: 0 for no effect and ±100 for the full control effect; nearly all actives have a fitted effect of over 55% in size
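Inverse agonism was detected as reduced cAMP-driven luciferase luminescence after 24 h compound treatment. The cells were HEK293 clones expressing constitutively active human GLP-1R with the reporter. Reporter-only and GPR119 cell lines served as counterscreen controls.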
D3 antag: antagonists of human D3 dopamine receptor; D3R cells, DiscoveRx beta-arrestin luminescence, antagonist mode; active compounds read low; 2.5% of 360,000 active; P35462; max response, negative = inhibition, %; AID 652054; in the data active = max response below about -50%; inconclusive = no clear call, values can overlap the other calls; note: % is set by controls: 0 for no effect and ±100 for the full control effect; mostly tested at two doses, the higher about 12 µM
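Cells plated overnight at 1500 cells/well, then exposed to library compounds with dopamine controls for 90 minutes at 37 degrees C. DiscoveRx reagent added for 30–60 minutes at room temperature; luminescence read, quantitative HTS format.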
pAkt inh: inhibitors of Akt phosphorylation | AID 651550 | Neuro2A IGF-stimulated pAkt S473 HTRF, 20 min; active compounds read low | 0.32% of 360,000 active | activity change, % for hits at 50 µM; in the data active = activity change below about -80%; inconclusive = mostly about -51% to -80%; note: % is set by controls: 0 for no effect and ±100 for the full control effect
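Neuro2A cells (4,500/well, DMEM with 0.5% FBS) were treated with compound at a single 50 µM final concentration, stimulated with 6 nM IGF for 20 min at 37 °C, and lysed. Phospho-Akt Ser473 was read by HTRF as 665/615 ratio ×10^4.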
aSyn rescue: rescues yeast growth from alpha-synuclein toxicity; Yeast expressing alpha-synuclein, growth rescue, BacTiter-Glo, 24 h; Potency, µM (top dose mostly 46.1 µM), without a hit: at the highest dose growth rescue (activation), hits mostly activators; 0.14% of 370,000 active; AID 652106; note: potency is the fitted concentration of half-maximal effect; % of control where 0% means no effect; nearly all actives have a fitted effect of over 65% in size
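Readout is rescue of growth in alpha-synuclein-expressing yeast, so inhibitors of toxicity appear as activators. Growth after 24 hr at 30 deg C in galactose medium is quantified by luminescence.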
TDP43 rescue: rescues yeast growth from TDP-43 toxicity; TDP-43 expressing yeast growth rescue, BacTiter-Glo, 24 h; Potency, µM (highest dose often 46.1 µM), inactives show top-dose growth rescue (activation), hits mostly activators; 1.8% of 410,000 active; AID 652104; note: potency is the fitted concentration of half-maximal effect; % of control where 0% means no effect; nearly all actives have a fitted effect of over 50% in size
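Readout is BacTiter-Glo luminescence of cell growth, so inhibitors register as activators. TDP-43-expressing yeast at OD600=0.02 in galactose medium, after raffinose pregrowth to mid-log, were incubated with compound for 24 hr at 30 deg C.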
Numbers without * were called inactive; i = inactive; ? = inconclusive; · = not tested or not shown; & = joins results of further samples; [ ] = remark or other dose. Unless noted, calls come from the whole dose curve; as a rule, active = well fitted curve in the direction sought with a large enough effect; inconclusive = small, poorly fitted or top-dose-only effect, or another doubt; inactive = no such curve, though single readings can be large; an effect the other way counts as inactive or inconclusive.

SMILES	PTHR1 ag	Abeta rescue	FUS suppressor	GLP1R ag	GLP1R inv ag	D3 antag	pAkt inh	aSyn rescue	TDP43 rescue
CCOC(=O)c1cc(-c2ccccc2)n(-c2cccc(C(=O)Nc3cc(OC)cc(OC)c3)c2)c1C	-10%	-9%	-1%	·	?	·	·	·	14%
CCN(CC)CCNC(=O)c1ccc2c(=O)n3nc(Nc4ccccc4)sc3nc2c1	-23%	-10%	7%	·	-5%	·	·	·	7%
CCCOc1ccc(NC(=O)CCC(=O)NC(C)c2ccccc2)cc1 (stereo not given)	-15%	4%	-14%	-4%	-17%	-9	i	2%	12%
Cc1ccc(S(=O)(=O)N2CCCC(c3nc(-c4ccc(C)o4)no3)C2)cc1 (stereo not given)	-19%	4%	30%	0%	?	-15	i	-3%	-9%
CCCCn1cnc2c1c(=O)n(C)c(=O)n2C	i	3%	0%	-1%	4%	-12	i	-2%	3%
O=c1sc2ccccc2c(=O)n1Cc1ccccc1F	i	12%	3%	14%	?	-9	i	-1%	15%[9.22 µM]
O=C(O)C1CCCCC1C(=O)Nc1cccc(Cl)c1Cl (stereo not given)	i	17%	21%	2%	22%	8	i	10%	?
COc1cccc(CN2CCN(Cc3ccc4c(c3)OCCO4)CC2CCO)c1 (stereo not given)	-22%	-7%	-11%	11%	-26%	-28	i	1%	-11%
COCCNC(=O)c1cc(C(=O)CC(C)C)c[nH]1	-4%	-7%	-20%	0%	18%	4	i	1%	12%
CC1CCN(c2ncnc3c2c(-c2ccccc2)cn3-c2ccc(Br)cc2)CC1	-17%	-11%	-14%	·	2%	·	·	·	0%
Nc1ccc2nc(N)sc2c1	-3%	4%	-10%	1%	1%	10	i	-12%	-4%
CCOc1cccc(C(=O)N2CCCN(C)CC2)c1	i	1%	-1%	3%	9%	1	i	1%	-18%
CCC1(CC)Cc2ccccc2-c2nc(CCl)[nH]c(=O)c21	-48%[inhibitor]	6%	12%	9%	56%[activator]	0	i	4%	29%
COc1ccccc1Nc1nc(C)c(C(=O)Nc2ccccc2)s1	-24%	?	18%	1%	?	-1	i	-10%	-10%[0.397 µM]
CC1CN(C(=O)CCC(=O)NCc2ccc(Cl)cc2)c2ccccc2S1 (stereo not given)	-32%[inhibitor]	?	?	11%	?	13	i	4%	16%
O=C(CSc1nccn1Cc1ccco1)Nc1ccc(F)cc1	-10%	-2%&15%	2%	2%	-22%&-8%	-4	i	5%	-8%&0%
CC1=C(C(=O)N2CCCCCC2)C2(CCC(C)CC2)OC1=O (stereo not given)	i	15%	-3%	-10%	-21%	8	·	·	2%
CCOC(=O)/C(C#N)=C\c1ccc(OCC(=O)Nc2ccc(C)cc2C)c(OC)c1	i	11%	-1%	-10%	-10%	8	?	-2%	13%
O=C(O)Cn1cc(C(=S)N2CCOCC2)c2ccccc21	i	8%	3%	19%	5%	21	i	-7%	-1%
CC(=O)c1ccc(NC(=O)Nc2sc(NS(=O)(=O)c3ccccc3)nc2C)cc1	i	-21%	18%	-3%	2%	2	i	-2%	-18%
CCC(C(=O)N(C)Cc1ccccc1)n1nc(C)c2sc3ccccc3c2c1=O (stereo not given)	-18%	16%	35%	·	-7%	·	·	·	4%
O=[N+]([O-])c1ccc(OCc2cn([C@@H](CO)c3ccccc3)nn2)c(Br)c1	8%	5%	28%	9%	-8%	12	i	21%	-16%
CCC1(c2ccc(F)cc2)NC(=O)N(CC(=O)N2CCOCC2)C1=O (stereo not given)	i	1%	-36%	-16%	8%	-1	i	1%	4%
CCc1ccccc1NC(=S)N1CCC(C(=O)c2ccc(F)cc2)CC1	-26%	?	18%	?	-1%	-23	i	7%	?
C/C(=N\Nc1nc(C(C)(C)C)cs1)c1ccc(O)cc1	-43%[inhibitor]	-18%	24%	-4%	?	-17	i	-16%	11%
Cc1ccc(C(C)C)c(OCC#CCN2CCOCC2)c1	-21%	4%	-6%	-6%	?	-28	i	-2%	-14%
CCOC(=O)C1(Cc2cccc(F)c2)CCN(Cc2cn(CC)nc2C)CC1	i	-18%	1%	0%	?	-1	i	0%	-16%
COC(=O)c1ccccc1NC(=O)CSc1nc2ncccc2[nH]1	i	0%	-14%	10%	49%[activator]	3	i	-1%	6%
CC(CNC(=O)Cc1ccc(NC(=O)N2CCSc3ncccc32)cc1)c1ccccc1 (stereo not given)	-7%	-2%	13%	·	-10%	·	·	·	12%
Cc1c(CCCC(=O)O)sc(N)c1C(=O)c1cccc(C(F)(F)F)c1	i	1%	26%	-1%	·	·	·	·	·
Cc1cccc(C2NC(=O)c3c(sc4c3CCN(C)C4)N2)c1O (stereo not given)	-47%	-43%	11%	·	9%	·	·	·	5%
CCOC(=O)Cc1ccc(NC(=O)N2CCSc3ccccc32)cc1	i	-11%	15%	·	-4%	·	·	·	10%
COc1ccc(CC(=O)NC(C)c2nnc(SCC(=O)Nc3nc(C)cs3)n2C)cc1 (stereo not given)	i	15%	19%	5%	0%	-19	i	-1%	-13%
COc1ccc2nc(NC(=O)C3CCCN3S(=O)(=O)c3ccc(C)cc3)sc2c1 (stereo not given)	-10%	-17%	?	-2%	?	-71*	i	-3%	?
CCOc1ccc(C(C(=O)NC2CCCC2)N(CCCO)C(=O)c2ccc(-c3ccccc3)[nH]2)cc1 (stereo not given)	-19%	10%	35µM*	-6%	13µM*	-16	i	0%	-13%
CCOc1ccccc1NC(=O)n1ncc2cc(Cl)ccc21	-14%	-11%	-24%	·	9%	·	·	·	7%[9.22 µM]
CCCc1cc(=O)[nH]c(Nc2ccc(C)c(O)c2)n1	i	3%	-8%	·	-3%	·	·	·	10%
CC1CCC(NC(=O)C2CCN(C(=O)Nc3ccccc3)CC2)CC1 (stereo not given)	-14%	-10%	·	0%	0%	0	i	-7%	-4%
Cc1ccc(N=Cc2nc(/C=C/c3cccc([N+](=O)[O-])c3)oc2O)cc1	16%[57.5 µM]	9%	2%	-20%	0%	27	i	-1%	-7%
CC1(C)CC(=O)C=C(NCc2cccnc2)C1	-16%[57.5 µM]	-4%	2%	-10%	1%	7	i	-7%	-11%
COc1ccc(OC)c2[nH]c(C(=O)O)cc12	i	9%	10%	-9%	0%	12	i	-12%	-11%
Cc1ccc(C)c(-n2c(Cc3cccs3)n[nH]c2=S)c1	i	10%	0%	7%	-29%	-7	i	3%	-17%
CCNC(=S)N1CCN(Cc2ccc3c(c2)OCO3)CC1	-59%[inhibitor]	1%	-39%	1%	19%	2	i	3%	0%
O=C(Cn1ncc2c([nH]c3ccccc32)c1=O)Nc1cc(F)ccc1F	i	-10%	-24%	·	6%	·	·	·	22%
COc1ccc(/C=N/Nc2nc(-c3ccc(C)cc3)c(NC(C)=O)s2)cc1OC	i	12%	-22%	2%	15%	1	i	-3%	9%

In the list so far, these have a thiophene ring, fused or not:
SMILES	PTHR1 ag	Abeta rescue	FUS suppressor	GLP1R ag	GLP1R inv ag	D3 antag	pAkt inh	aSyn rescue	TDP43 rescue
CCC(C(=O)N(C)Cc1ccccc1)n1nc(C)c2sc3ccccc3c2c1=O (stereo not given)	-18%	16%	35%	·	-7%	·	·	·	4%
Cc1c(CCCC(=O)O)sc(N)c1C(=O)c1cccc(C(F)(F)F)c1	i	1%	26%	-1%	·	·	·	·	·
Cc1cccc(C2NC(=O)c3c(sc4c3CCN(C)C4)N2)c1O (stereo not given)	-47%	-43%	11%	·	9%	·	·	·	5%
Cc1ccc(C)c(-n2c(Cc3cccs3)n[nH]c2=S)c1	i	10%	0%	7%	-29%	-7	i	3%	-17%

More compounds follow:
SMILES	PTHR1 ag	Abeta rescue	FUS suppressor	GLP1R ag	GLP1R inv ag	D3 antag	pAkt inh	aSyn rescue	TDP43 rescue
O=C(Nc1ccn(Cc2c(F)c(F)cc(F)c2F)n1)c1ccc(COc2ccc(Cl)cc2Cl)o1	i	-1%	36%	-2%	?	-25	·	-5%	0%
CCc1ccc(-c2cn3c(n2)sc2cc(C(=O)NC4CCCCC4)ccc23)cc1	11%	2%	0%	·	8%	·	·	·	0%
O=C(NCc1ccc(Cl)cc1)C1CCN(c2nn3cc(-c4ccc(F)cc4)nc3s2)CC1	i	-11%	-7%	·	4%	·	·	·	8%
CCOc1ccccc1CNS(=O)(=O)c1ccc(-c2cnc(C3CC3)o2)cc1	-31%&-27%[inhibitor]	-31%	?	?	?	-3	i	12%	27%&17%
O=C(CCN1C(=O)c2cccc3cccc(c23)C1=O)N1CCOCC1	i	-5%	2%	1%	12%	1	i	9%	3%
Cc1ccc(S(=O)(=O)NCCCCCC(N)=O)cc1	-8%[57.5 µM]	22%	-5%	-7%	1%	?	i	-1%	-8%
CC(C)Nc1nc(NC(C)C)nc(SCC(N)=O)n1	-3%	2%	13%	6%	12%	7	i	-3%	-11%
CC(Oc1ccccc1)C(=O)NCc1cccnc1 (stereo not given)	?	-4%	3%	3%	11%	-29	i	-1%	-21%

Entries of single compounds, quoted from the list.
`CCOc1ccccc1CNS(=O)(=O)c1ccc(-c2cnc(C3CC3)o2)cc1` in the list: PTHR1 ag = -31%&-27%[inhibitor]; Abeta rescue = -31%; FUS suppressor = ?; GLP1R ag = ?; GLP1R inv ag = ?; D3 antag = -3; pAkt inh = i; aSyn rescue = 12%; TDP43 rescue = 27%&17%
`Cc1ccc(S(=O)(=O)NCCCCCC(N)=O)cc1` in the list: PTHR1 ag = -8%[57.5 µM]; Abeta rescue = 22%; FUS suppressor = -5%; GLP1R ag = -7%; GLP1R inv ag = 1%; D3 antag = ?; pAkt inh = i; aSyn rescue = -1%; TDP43 rescue = -8%

An excerpt; count on the stated rates, not on these rows.
